From PubChem BioAssay
Rtt109 Vps75 = C. albicans Rtt109 histone acetyltransferase inhibition; purified Rtt109/Vps75, ThioGlo CoA-SH fluorescence, 4 h; inhibition, % at 34.9 µM; actives 0.16% (n = 330,000); AID 540336;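 active = inhibition of at least 50% in every replicate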
Target sequence (Q5AAJ8 whole entry, looked up): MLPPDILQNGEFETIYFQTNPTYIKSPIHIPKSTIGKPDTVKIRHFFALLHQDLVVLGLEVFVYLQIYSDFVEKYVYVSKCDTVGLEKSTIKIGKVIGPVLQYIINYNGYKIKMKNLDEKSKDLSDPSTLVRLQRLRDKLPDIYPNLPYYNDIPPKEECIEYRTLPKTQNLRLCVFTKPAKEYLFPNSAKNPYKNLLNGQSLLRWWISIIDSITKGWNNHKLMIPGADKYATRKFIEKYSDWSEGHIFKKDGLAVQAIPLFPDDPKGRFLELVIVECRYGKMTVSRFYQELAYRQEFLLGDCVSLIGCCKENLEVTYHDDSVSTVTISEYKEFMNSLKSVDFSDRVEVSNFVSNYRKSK
CAL PDZ FP-1 = inhibitors of human CAL PDZ peptide binding; Q9HD26; purified CAL PDZ, TMR-peptide fluorescence polarization, 1 h; inhibition, % at 20 µM; actives 0.02% (n = 330,000); AID 504414;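 active = highest replicate inhibition of at least 40%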;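 also: plate controls were DMSO neutral control wells for no effect and unlabeled competitor peptide control wells for full effect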
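Material: tagged CAL PDZ protein CerCALP, purified; buffer or medium: sodium phosphate/NaCl buffer pH 7.4 with TCEP, IgG, Thesit; also added: fluorescent TMR peptide probe; schedule: 1 h incubation at room temperature before polarization reading; technique: fluorescence polarization from S- and P-plane intensities, G-factor corrected; control set: unlabelled peptide and DMSO controls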
DAGLB inhibitor = blocks human DAGLB lipase activity; Q8NCG7; actives 0.059% (n = 340,000); HEK293T DAGLB membrane lysate, EnzChek fluorogenic substrate; inhibition, % at 5.17 µM; AID 504411; in the data active = inhibition above about 34%;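 also: 0% = enzyme with vehicle and 100% = wells lacking enzyme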
RTF Ca sens inh = cardiac RTF calcium desensitization; P19429+P45379; IANBD-labeled cardiac RTF, Ca2+ fluorescence; inhibition, % at 7.15 µM; actives 0.12% (n = 340,000); AID 493244;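 active = inhibition above the mean inhibition of all tested compounds plus 3 SD, cut at about 17% in these data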;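 also: assay run at fixed EC70 calcium of 1.6 mM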
Keap1 Nrf2 FP = Keap1-Nrf2 (human) interaction inhibition; Q14145; Keap1 Kelch-Nrf2 peptide fluorescence polarization, 1536-well; inhibition, % at 9.4 µM; actives 0.15% (n = 340,000); in the data active = inhibition above about 12%;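 also: human Keap1 Kelch domain with fluorescein labeled Nrf2 9mer peptide probe; 0% = neutral control wells and 100% = peptide positive control; higher means more block of Keap1 binding to Nrf2 peptide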
Target sequence (Q14145 whole entry, looked up, the tested form may be a part): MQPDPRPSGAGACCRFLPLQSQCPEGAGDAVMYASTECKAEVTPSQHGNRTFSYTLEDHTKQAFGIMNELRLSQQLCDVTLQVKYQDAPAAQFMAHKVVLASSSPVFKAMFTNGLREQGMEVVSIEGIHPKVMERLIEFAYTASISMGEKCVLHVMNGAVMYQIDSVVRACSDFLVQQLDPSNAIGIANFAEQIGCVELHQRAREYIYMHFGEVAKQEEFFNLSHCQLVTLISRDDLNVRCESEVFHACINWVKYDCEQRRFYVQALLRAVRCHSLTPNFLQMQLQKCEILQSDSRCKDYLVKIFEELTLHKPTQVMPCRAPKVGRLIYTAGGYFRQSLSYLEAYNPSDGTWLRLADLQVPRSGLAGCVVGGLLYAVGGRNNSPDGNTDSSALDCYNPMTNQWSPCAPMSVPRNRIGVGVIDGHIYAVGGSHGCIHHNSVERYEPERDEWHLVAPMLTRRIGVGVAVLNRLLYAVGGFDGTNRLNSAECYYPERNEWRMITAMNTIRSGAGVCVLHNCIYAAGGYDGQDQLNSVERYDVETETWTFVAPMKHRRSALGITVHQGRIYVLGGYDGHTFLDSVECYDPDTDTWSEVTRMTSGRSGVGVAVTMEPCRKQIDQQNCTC
SR-BI DiI-HDL act = enhances SR-BI lipid uptake from DiI-HDL; activation, % at 12.5 µM; CHO ldlA[mSR-BI] cells, DiI-HDL uptake fluorescence, 3 h; 100 = double the neutral-control signal; actives 0.096% (n = 320,000);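 active = mean replicate activation of at least 60% and every replicate at or above 60%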;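 also: 0% = median plate neutral-control signal and 100% = twice that signal; values of inactives mirror those of a sister screen read the other way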
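Assay system: CHO ldlA[mSR-BI] cells, LDL receptor-null, SR-BI overexpressing; medium: Ham's F12 with 0.5% BSA, HEPES 25 mM, pH 7.4; also added: DiI-HDL 10 µg/mL; timing: 3 h uptake period with compound, 37 °C; signal: DiI fluorescence, bottom read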
LANA DNA inh = KSHV C-LANA DNA binding inhibition; MBP-C-LANA/FAM-LBS DNA binding, fluorescence polarization; inhibition, % at 9 µM; actives 0.078% (n = 340,000); AID 504423;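 active = highest replicate inhibition at or above 60% at 9 µM, even if other replicates fall short; inactive = all replicates below 60% inhibition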;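 also: 0% = neutral control wells and 100% = 4 µM acridine orange control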
RTF Ca sens act = cardiac RTF calcium sensitization. P19429+P45379. IANBD-labeled TnC RTF fluorescence at EC20 calcium; 0% EC20 calcium, 100% full calcium. activation, % at 7.2 µM. actives 0.24% (n = 340,000). AID 493008;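 active = activation above the mean over all tested compounds plus 3 SD, cut at about 30% in these data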;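 also: rise in fluorescence read as greater calcium sensitivity of cardiac thin filaments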
PKA-R2B act = activators of human PKA-R2B complex; P22694+P31323; PKA-R2B holoenzyme dissociation, Cy5-IP20 fluorescence polarization; R2B truncated from residue 108, S112A mutant; 0% DMSO only, 100% 113 µM cGMP; activation, % at 11.4 µM; actives 0.079% (n = 340,000);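 active = activation above a cutoff set at the mean over all compounds plus 3 SD, cut at about 18% in these data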;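 also: higher means more holoenzyme dissociation and a rise in polarization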
CAL PDZ FP-2 = blocks peptide binding to the human CAL PDZ domain. Q9HD26. AID 602252. purified CAL PDZ, TMR-peptide fluorescence polarization, 1 h. inhibition, % at 24.9 µM. actives 0.92% (n = 300,000);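 active = mean inhibition of at least 30% with at least half of replicates also reaching 30%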;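 also: 0% = DMSO neutral control and 100% = excess unlabeled competitor peptide PRC23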
Numbers without * were called inactive; . = no result given. Compounds were not picked by outcome, and some 1.6% of all compounds hit somewhere here.

SMILES | Rtt109 Vps75 | CAL PDZ FP-1 | DAGLB inhibitor | RTF Ca sens inh | Keap1 Nrf2 FP | SR-BI DiI-HDL act | LANA DNA inh | RTF Ca sens act | PKA-R2B act | CAL PDZ FP-2
Cc1ccc(-n2c(-c3ccncc3)n[nH]c2=S)cc1C | 10 | -1.3 | 1 | 4 | -4 | 21 | -0.7 | 5 | -3 | 2
COc1c(S(=O)(=O)Nc2cccnc2)ccc(Cl)c1Cl | -10 | 0.7 | 1 | -5 | -2 | 37 | -0.5 | 3 | -8 | 3
N#CC(OC(=O)c1ccccc1)c1ccccc1 (centres undefined) | -1 | -0.7 | -6 | -5 | -1 | -8 | 0.6 | 7 | -4 | 17
COC(=O)c1cnc(Nc2cc(C)ccc2OC)c2ccccc12 | 6 | -1.5 | -8 | -3 | -1 | -11 | 0.0 | 6 | 2 | -4
CCCN1CCN(C(=S)Nc2ccc(SC(F)F)cc2)CC1 | 3 | -1.2 | -2 | -1 | -1 | 2 | -0.4 | 1 | -3 | -2
Cc1cc(C(=O)O[C@H]2[C@H](Cc3ccccc3)NS(=O)(=O)[C@H]3C[C@@H]4C=C[C@]23O4)ccc1[N+](=O)[O-] | 4 | -0.2 | -3 | -9 | -1 | -20 | 0.2 | -4 | 1 | -3
COCCCNC(=O)C(=O)Nc1cc2c3c(c1)CCC(=O)N3CCC2 | 3 | -0.6 | -1 | -7 | -3 | -16 | -1.1 | 2 | -2 | .
CCCc1nn(C)c(C(=O)Nc2ccc(CC)cc2)c1Cl | 1 | -0.3 | -25 | 5 | -4 | -30 | 0.6 | 6 | -11 | -5
CCCn1c(C)cc(C(=O)COC(=O)c2ccc(Cl)c(S(=O)(=O)N3CCCC3)c2)c1C | 3 | 0.0 | -12 | -7 | -4 | -17 | -1.1 | -1 | 6 | .
CCOP(=O)(OCC)C(Nc1ccccn1)c1ccccc1 (centres undefined) | 27 | -1.7 | -6 | 8 | 3 | 3 | 0.0 | -5 | -7 | -2
Cc1ccc(C(=O)Nc2c(C#N)c(C)c(C)n2Cc2ccccc2)cc1 | 7 | -1.0 | 2 | -2 | 0 | -2 | -1.6 | -3 | -8 | -1
O=C1CCC/C=C\C[C@H](CC(=O)N(CCO)Cc2ccccc2)C(=O)N2CCC[C@@H]2CO1 | -2 | -0.4 | -1 | 6 | 1 | 11 | 0.3 | 3 | -15 | -2
CC(=O)Nc1ccc(N/C=C/C(=O)c2ccccc2)cc1 | -2 | . | 0 | 2 | 1 | 12 | 2.7 | 0 | -10 | -5
CSc1c(C#N)sc(=S)n1-c1ccc(C)cc1 | -6 | -2.7 | -6 | -5 | 1 | -16 | -0.2 | 7 | 1 | -1
Cc1sc(-c2c(C#N)c(N)nc3c2CCCCCC3)cc1[N+](=O)[O-] | -4 | -0.4 | -1 | -21 | -3 | -3 | -0.5 | 7 | 0 | 2
CCn1c(SCC(=O)Nc2nncs2)nnc1C(C)NC(=O)c1ccccc1Br (centres undefined) | 0 | -3.0 | -3 | -2 | -2 | . | -1.2 | -1 | -7 | 3
COC(=O)[C@]1(Cc2ccccc2)N[C@H](c2ccc(-c3ccc(F)cc3)cc2)[C@@H]2C(=O)N(C)C(=O)[C@@H]21 | -4 | -0.6 | -4 | 4 | -3 | -17 | -0.8 | -3 | -12 | -1
O=C(OCc1ccccc1)N1CCCC1/C=C/CN1CCOCC1 (centres undefined) | 4 | -1.9 | 0 | 3 | -4 | 1 | 0.1 | -4 | 3 | -1
c1ccc2[nH]c(NN=C3CCCCCC3)nc2c1 | -3 | 0.8 | 1 | -14 | 3 | -1 | -0.9 | 4 | 1 | 12
O=c1c2ccccc2oc2cc(OCc3cccc(F)c3)cc(O)c12 | 17 | -0.4 | 2 | -5 | 1 | 0 | -1.3 | 0 | -3 | -3
O=C(NC(Cc1c[nH]c2ccccc12)C(=O)O)c1ccccc1 (centres undefined) | -13 | 0.5 | 1 | -2 | -2 | -5 | 0.9 | 0 | -12 | -4
O=C1CCC/C=C\C[C@@H](CC(=O)N(CCO)Cc2ccccc2)C(=O)N[C@H](c2ccccc2)CO1 | 3 | -1.4 | -2 | -2 | 1 | 2 | 3.6 | -2 | -8 | -2
O=C(CCN1C(=O)/C(=C\c2ccccc2)SC1=S)N1CCCCC1 | -3 | -0.6 | -2 | 0 | 3 | . | -0.6 | 0 | 6 | .
CCc1nnc(NC(=O)c2ccc(S(=O)(=O)N(CCOC)CCOC)cc2)o1 | -2 | -0.7 | 0 | 8 | -5 | 19 | -2.5 | 1 | -3 | -4
COc1cccc(NC2SC(=O)N(c3ccccc3)C2=O)c1 (centres undefined) | -4 | 0.8 | -1 | -9 | -1 | 9 | -1.7 | -1 | 8 | .
Next structures
SMILES | Rtt109 Vps75 | CAL PDZ FP-1 | DAGLB inhibitor | RTF Ca sens inh | Keap1 Nrf2 FP | SR-BI DiI-HDL act | LANA DNA inh | RTF Ca sens act | PKA-R2B act | CAL PDZ FP-2
CCOC(=O)C1CCN(C(=O)Cc2cccs2)CC1 | -7 | -0.6 | -1 | -2 | -10 | 18 | 4.0 | 4 | -14 | -3
Cc1c(C=O)c2ccccc2n1CCOc1ccccc1 | 22 | -0.6 | -2 | -2 | 0 | -25 | 0.9 | 1 | -3 | .
COc1ccc(NC(=S)N2CCN(S(C)(=O)=O)CC2)cc1 | -1 | -1.3 | 1 | -6 | -1 | 9 | -1.6 | 1 | -6 | .
Cn1c(Cl)cnc1C(O)c1ccccc1 (centres undefined) | -12 | -2.9 | -2 | -2 | -1 | 14 | 0.3 | 3 | 9 | 0
CCOC(=O)c1c(NC(=O)Cn2nc([N+](=O)[O-])c(Br)c2C)sc2c1CCC(C)C2 (centres undefined) | -1 | -2.4 | 0 | -5 | -2 | 6 | 0.6 | -2 | 4 | 1
O=C(NCc1ccc2c(c1)OCO2)C1CC(=O)N(CCc2ccccc2)C1 (centres undefined) | 8 | -0.7 | -3 | -6 | -10 | -20 | -0.5 | 0 | 3 | .
COc1ccccc1N1CCN(C(C)C(=O)N2CC(C)OC(C)C2)CC1 (centres undefined) | -17 | -0.3 | -2 | -8 | -2 | . | -1.0 | 1 | 1 | 6
CC12COC3(C(=O)Nc4ccc(Cl)cn4)CC1CCC32C (centres undefined) | -18 | -0.1 | -7 | 2 | -2 | 4 | 2.2 | 6 | -3 | -2
COCCN1C(=O)N[C@@H](c2cccc(C(F)(F)F)c2)[C@H](C(C)=O)[C@H]1C | -9 | 0.4 | 2 | 0 | 0 | 36 | 2.3 | -3 | -16 | -4
COc1nnc(-c2ccc(C)c(S(=O)(=O)NC(C)C)c2)c2ccccc12 | 4 | -3.3 | 0 | -2 | -3 | -27 | 0.3 | -4 | 5 | -8
CCNC(=O)CC1C(=O)N(c2ccc(OC)cc2)C(=O)N1CCOC (centres undefined) | 11 | 0.6 | 2 | -3 | 3 | -1 | 0.7 | -4 | 8 | 0
CN1CCN(CC2(O)CCN(S(=O)(=O)c3ccc(Cl)cc3)CC2)CC1 | 5 | 0.2 | -5 | -2 | -2 | 17 | -0.4 | 6 | 13 | 0
COC(=O)c1ccn(CSc2c(F)c(F)cc(F)c2F)n1 | -6 | -0.9 | -1 | -6 | -1 | 7 | 0.3 | -1 | 15 | -2
N#Cc1cc(N)ccc1Sc1ccccc1 | -4 | 0.9 | -1 | -4 | 1 | 31 | 0.3 | 3 | 1 | 0
O=C(O)CN1CCN(CC(=O)O)CCN(CC(=O)O)CCN(CC(=O)O)CC1 | 7 | 0.3 | 1 | -5 | 2 | 7 | 1.0 | 4 | 4 | 1
COCCNC(=O)Cn1cnc2c1c(=O)n(C)c(=O)n2C | 2 | 1.1 | -3 | 3 | -2 | 31 | -2.0 | -1 | 9 | 1
O=C(Nc1cccc(Cl)c1)OCc1cn(-c2ccccc2)nn1 | -10 | -2.7 | -4 | -3 | 2 | 9 | -0.8 | -3 | 1 | -3
COc1ccc(S(=O)(=O)N2CCc3ccccc32)cc1C(=O)N1CCC(C)CC1 | -3 | -3.5 | -1 | -8 | -1 | 3 | -2.5 | 2 | -9 | -2

Record cards, as listed above. Order of screens: Rtt109 Vps75 | CAL PDZ FP-1 | DAGLB inhibitor | RTF Ca sens inh | Keap1 Nrf2 FP | SR-BI DiI-HDL act | LANA DNA inh | RTF Ca sens act | PKA-R2B act | CAL PDZ FP-2
Listed for CC12COC3(C(=O)Nc4ccc(Cl)cn4)CC1CCC32C (centres undefined) → -18 | -0.1 | -7 | 2 | -2 | 4 | 2.2 | 6 | -3 | -2
Listed for COc1ccccc1N1CCN(C(C)C(=O)N2CC(C)OC(C)C2)CC1 (centres undefined) → -17 | -0.3 | -2 | -8 | -2 | . | -1.0 | 1 | 1 | 6
Listed for CN1CCN(CC2(O)CCN(S(=O)(=O)c3ccc(Cl)cc3)CC2)CC1 → 5 | 0.2 | -5 | -2 | -2 | 17 | -0.4 | 6 | 13 | 0
Listed for CCNC(=O)CC1C(=O)N(c2ccc(OC)cc2)C(=O)N1CCOC (centres undefined) → 11 | 0.6 | 2 | -3 | 3 | -1 | 0.7 | -4 | 8 | 0
Listed for O=C(NCc1ccc2c(c1)OCO2)C1CC(=O)N(CCc2ccccc2)C1 (centres undefined) → 8 | -0.7 | -3 | -6 | -10 | -20 | -0.5 | 0 | 3 | .

A run of entries taken from the entries so far:
SMILES | Rtt109 Vps75 | CAL PDZ FP-1 | DAGLB inhibitor | RTF Ca sens inh | Keap1 Nrf2 FP | SR-BI DiI-HDL act | LANA DNA inh | RTF Ca sens act | PKA-R2B act | CAL PDZ FP-2
CCCc1nn(C)c(C(=O)Nc2ccc(CC)cc2)c1Cl | 1 | -0.3 | -25 | 5 | -4 | -30 | 0.6 | 6 | -11 | -5
CCCn1c(C)cc(C(=O)COC(=O)c2ccc(Cl)c(S(=O)(=O)N3CCCC3)c2)c1C | 3 | 0.0 | -12 | -7 | -4 | -17 | -1.1 | -1 | 6 | .
CCOP(=O)(OCC)C(Nc1ccccn1)c1ccccc1 (centres undefined) | 27 | -1.7 | -6 | 8 | 3 | 3 | 0.0 | -5 | -7 | -2
Cc1ccc(C(=O)Nc2c(C#N)c(C)c(C)n2Cc2ccccc2)cc1 | 7 | -1.0 | 2 | -2 | 0 | -2 | -1.6 | -3 | -8 | -1
